Screening data: PubChem BioAssay, several laboratories
Autophagy mod: autophagy modulation, high-content screen. MEF GFP-LC3 puncta imaging; test concentration mostly 10 µM. calls only at 10 µM (by protocol). 0.98% of 190,000 active;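 active = percentage of spot-positive cells more than 3 SD above its plate mean, without a fluorescence outlier flag or 80% toxicity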;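 note: spot-positive cell cutoff set from DMSO-treated cells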
MT stabilize HCS: microtubule stabilizers in HeLa cells; % tubulin-high responders, % at 10 µM; HeLa tubulin immunostaining HCS, 24 h; share of cells brighter than vehicle mean+2SD; 0.83% of 200,000 active; AID 2205;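 active = plate Z-score above 3 for both tubulin-high and condensed-nucleus cell shares, with cell loss under 80%, at 10 µM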;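 note: anti alpha tubulin signal scored within the nucleus-defined area of each cell; some results filed as inactive read as strong as hits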
TNAP activation fold: stimulation of alkaline phosphatase TNAP activity – biochemical, luminescent, no phosphate acceptor, uHTS, primary screen (AID 1001); purified TNAP, luminescent activation assay, no phosphate acceptor; higher activation fold means a stronger effect; one-dose activation fold at 20 µM; EC50 in µM for titrated hits; 0.03% of 200,000 active; in the data active = activation fold from about 3, or a potency from the dose series; inactive = the rest, 99 in 100 with activation fold below about 1.6; note: many of its hits are not listed in these tables
bCat nuc transl: alters nuclear translocation of beta-catenin in HeLa cells. immunofluorescence imaging. nuclear translocation activity, % at 5 µM. 0.3% of 190,000 active;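 active = nuclear translocation activity above 50% at 5 µM, with a well cell count of 50 or more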;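 note: per-cell ratio of nuclear to cytoplasmic median beta-catenin stain intensity; plate controls were DMSO negative control for no effect and GSK-3 inhibitor IX positive control for full effect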
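Assay system: human HeLa cells, native beta-catenin; doses: 5 µM primary, 0.02–20 µM confirmation; incubation: compound treatment 24 h, 37°C, 5% CO2; technique: fluorescence imaging of beta-catenin antibody stain plus DAPI; measure: % activation, nuclear-to-cytoplasmic median beta-catenin signal ratio per cell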
Insulin prom up: MIN6 insulin promoter up-regulation. MIN6 insulin promoter-GFP reporter, high-content imaging; stronger effect = higher value. z-score at 5 µM. 0.3% of 190,000 active;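 active = z-score above 3 at 5 µM with at least 500 cells counted in the well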
PMI inhibitors: MPI enzyme activity inhibition – biochemical, fluorescence intensity, coupled assay, primary screen (AID 1209) | one-dose inhibition, % at 20 µM; IC50 in µM for titrated hits | purified PMI enzyme, coupled fluorescence intensity; higher % means a stronger effect | 0.42% of 190,000 active;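 note: plate controls were DMSO vehicle for no effect and wells lacking substrate for full effect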
PMI inhibition: MPI inhibition at elevated mannose 6-phosphate – biochemical, fluorescence intensity, high mannose 6-phosphate, primary screen (AID 1220) | recombinant PMI enzyme, coupled fluorescence intensity; higher % means a stronger effect | 0.66% of 190,000 active | one-dose inhibition, % at 20 µM; IC50 in µM for titrated hits
Hep lipid drop: modulators of hepatic lipid droplet formation; AML12 mouse hepatocytes, oleate lipid droplets, BODIPY imaging; inhibition, % at 6.5 µM; 0.4% of 240,000 active;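 active = lipid droplet intensity inhibited by at least 50%, with more than 500 cells counted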
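Technique: fluorescence imaging, 20x objective, two fields per well / Assay system: AML12 hepatocytes (mouse) / Measure: % inhibition of lipid droplet signal / Doses: 6.5 µM single-point dosing / Incubation: overnight exposure / Reagent: 100 µM oleic acid challenge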
T cell modulator: T cell immune modulators affecting CD8 T cell-vesicle binding; 2C CD8+ T cell-vesicle binding, flow cytometry; stronger effect = lower value; 0.068% of 330,000 active; calls only at 7 µM; AID 2052;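 active = response, share of CD8 T cells binding vesicles, and their 90th percentile fluorescence all below set limits, cut at about 80% in these data, passing the limit was not always enough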
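incubation = binding step 1.5 h, 37 °C, antibody labelling 20 min, ice | test system = 2C mouse CD8+ T cells | read-out basis = percent CD8+ FL2 mean versus row control | controls = Peptide-free naked vesicles (low) and QL9 vesicles with 0.7% DMSO vehicle (high) | detection = flow cytometry of vesicle-bound cells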
Insulin prom up cell count: recorded beside Insulin prom up, whose call it bears; cell count; measured here: cytotoxicity, nuclei count;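 total cells summed across four imaged fields per well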
Hep lipid drop cells 6.5 µM: recorded beside Hep lipid drop, whose call it bears; cell count; measured here: cell count, cytotoxicity flag;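 cells counted across two imaged fields per well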
bCat nuc transl cell count 5 µM: recorded beside bCat nuc transl, whose call it bears; cell count; measured here: cell count, cytotoxicity flag
T cell modulator vesicle-bound %: recorded beside T cell modulator, whose call it bears; double positive events, %; measured here: CD8+ vesicle-bound cell fraction;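 binding gate set so that unloaded-vesicle control wells show 10% double positive cells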
MT stabilize HCS Hoechst-high %: further read-out of MT stabilize HCS, marked with its call; % Hoechst-high responders; measured here: nuclear condensation Hoechst responders;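 share of cells brighter than vehicle mean plus two SD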
MT stabilize HCS cytotoxicity %: recorded beside MT stabilize HCS, whose call it bears; toxicity, %; measured here: cytotoxicity by cell density;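 0% = mean cell density of plate MIN control wells and 100% = no cells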
Autophagy mod cell loss 18 h: also measured in Autophagy mod; calls as there; toxicity, %; measured here: cell loss, nuclei count;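 cell loss after 18 h compound exposure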
Starred values were filed as active, the others as inactive; i = inactive; nt = not tested or not shown. Cut-off read from the data, not from the text of the source, unless noted: active = inhibition above about 50%; inactive = the rest.

SMILES	Autophagy mod	Autophagy mod cell loss 18 h	MT stabilize HCS	MT stabilize HCS Hoechst-high %	MT stabilize HCS cytotoxicity %	TNAP activation fold	bCat nuc transl	bCat nuc transl cell count 5 µM	Insulin prom up	Insulin prom up cell count	PMI inhibitors	PMI inhibition	Hep lipid drop	Hep lipid drop cells 6.5 µM	T cell modulator	T cell modulator vesicle-bound %
COc1ccc(N2CCN(C(=O)CCN3C(=S)NC(C)(C)CC3C)CC2)cc1 (stereo not given)	i	3	3.9	2.1	8.1	1	-3.3	1138	-0.28	1246	5%	12%	2	701	i	51
CCOc1cc(CNn2cn[nH]c2=S)cc(Cl)c1OCc1ccccc1F	i	45	1.7	1.4	7.0	1	-5.6	1204	-0.37	1427	12%	14%	13	665	i	49
COc1ccc(-c2nc(-c3cccnc3)no2)cc1	nt	nt	nt	nt	nt	nt	-0.7	1362	-0.18	1057	nt	nt	0	666	i	32
Cc1ccc(NC(=O)c2ccc(CSc3ccccn3)cc2)cc1	i	-35	1.9	1.3	7.3	1	nt	nt	nt	nt	13%	4%	nt	nt	i	53
O=C(CCCCn1c(=O)c2ccccc2n(Cc2ccccc2F)c1=O)NC1CCN(Cc2ccccc2)CC1	i	5	4.8	2.7	6.3	1.3	-0.2	1094	-0.32	1316	8%	5%	5	676	i	34
O=C(CC1C(=O)NCCN1CC1CCCCC1)NCc1cccc(F)c1F (stereo not given)	i	-2	0.7	1.4	5.0	1	-0.3	1560	nt	nt	nt	nt	-4	617	i	60
CCOC(=O)c1cnc2c(OC)cccc2c1Nc1ccc2c(c1)OCCO2	i	-13	27	16	52	1.1	0.0	1116	-0.72	1266	11%	18%	-1	629	i	64
O=C1CC(N2CCN(c3ccccn3)CC2)C(=O)N1c1ccc(Cl)cc1 (stereo not given)	i	-21	1.5	0.9	1.2	1	-0.5	1109	0.63	1471	-7%	-9%	0	638	i	22
COc1cc(CN(C(=S)NCC(=O)O)C2CCCC2)cc(OC)c1OC	i	-13	nt	nt	nt	1.1	0.9	1053	-0.04	1313	-18%	-11%	-25	636	i	30
Cc1ccc(NC(=O)N/C=C/c2ccccc2)cc1	i	2	0.6	1.9	8.1	1.1	0.8	1476	-0.88	1577	-2%	-2%	nt	nt	i	36
Cc1ccc(C(=O)Oc2csc(=S)n2C(=O)c2ccc(C)cc2)cc1	i	-1	2.3	2.6	7.6	1.1	-2.0	1107	0.38	663	23%	-10%	2	704	i	27
CC(C)c1ccc(NC(=O)C(c2ccccc2)N2CCC3(CC2)OCCO3)cc1 (stereo not given)	i	4	2.8	1.3	12	1	0.2	747	0.27	1081	-8%	-1%	nt	nt	i	10
CCOC(=O)c1c(OCCO)nn(-c2ccc(Cl)cc2)c1N	i	0	5.9	1.8	8.1	1.1	-1.2	1118	-0.35	1295	-2%	0%	10	694	i	58
Oc1ccc(/C=C/c2nc(-c3ccccc3O)n(-c3ccccc3)n2)cc1	i	5	0.6	1.3	6.1	1.1	-1.0	1376	-0.48	1631	6%	7%	nt	nt	i	56
CCCCc1ccc(NC(=O)COc2ccc(C(=O)Nc3ccccc3OCC)cc2)cc1	i	15	2.1	2.8	2.3	1.2	-0.4	548	0.04	1401	-7%	-2%	8	631	i	13
Cc1[nH][nH]c(=O)c1C=NCc1cccnc1	i	5	2.5	3.3	12	1.1	-2.4	1048	-0.26	1303	-3%	-3%	4	743	i	54
CCC1CCCCN1Cc1ccc(OC)c(C)c1C (stereo not given)	i	2	1.1	1.3	5.7	1.1	nt	nt	-0.49	1019	4%	-1%	17	780	i	18
COC(=O)c1ccccc1NC(=O)NC1CCN(Cc2ccccc2)CC1	i	2	6.2	0.5	73	1.1	-0.3	1060	-1.1	1234	3%	6%	-1	645	i	4
Cc1c(NC(=O)CSc2nc3ccc(Cl)cc3[nH]2)c(=O)n(-c2ccccc2)n1C	i	7	1.5	1.2	4.9	1	4.9	1042	nt	nt	3%	6%	34	749	i	27
COc1ccc(N(CC(O)CN2C(=O)NC(C)(C)C2=O)S(=O)(=O)c2ccccc2)cc1 (stereo not given)	i	0	2.1	0.9	7.7	1.2	-1.6	1166	nt	nt	7%	-2%	1	688	i	12
O=C(C1CCC1)N1CCN(c2ccnc3cc(Cl)ccc23)CC1	nt	nt	nt	nt	nt	nt	-1.2	1283	-0.29	1041	nt	nt	-5	617	i	28
C=CCN(c1ccccc1)S(=O)(=O)c1cccc(C(=O)O)c1	i	-5	1.9	1.1	12	1	-3.8	945	nt	nt	-5%	-6%	-7	825	i	61
O=C(Cn1nnc2ccccc2c1=O)NC1CCCc2ccccc21 (stereo not given)	i	-4	2.5	1.7	6.0	1	-0.9	1115	-0.53	1908	6%	0%	2	685	i	23
Nc1nnc(SCC(=O)c2cccc([N+](=O)[O-])c2)s1	i	1	2.0	0.9	2.8	1.1	-1.5	1062	0.95	1171	5%	5%	2	723	i	25
COCC(C)n1c(C)cc(C(=O)CSc2nnc(Nc3ccccc3F)s2)c1C (stereo not given)	i	-3	2.5	2.2	2.5	1.1	3.1	1374	-2.4	864	6%	2%	nt	nt	i	53
O=C(CNc1ccc(F)cc1)N/N=C1\CCc2ccccc21	i	-1	3.7	3.8	5.3	1.1	0.5	1056	0.06	1232	10%	15%	-2	703	i	33
COc1ccc(NC(=O)c2ccccc2NC(=O)COc2ccccc2)cc1	i	35	2.8	1.2	2.6	1.1	0.9	1211	-0.32	1005	6%	5%	-15	694	i	23
COc1ccc(N2C(=O)CC(Nc3ccc(C(=O)O)cc3)C2=O)cc1OC (stereo not given)	i	0	2.9	1.9	0.6	1.1	-3.0	887	0.39	1536	-6%	0%	-2	681	i	27
COc1ccc(OCC(=O)N/N=C/C=C/c2ccccc2)cc1	i	-31	4.4	1.5	1.1	1.6	-0.1	1126	-0.22	1466	11%	6%	-1	633	i	39
COc1cccc(NC(=S)NC2CC3CCCC(C2)N3CC(C)C)c1 (stereo not given)	i	-28	2.9	1.0	5.1	1.2	1.1	1049	0.56	1438	-4%	-3%	0	740	i	44
CC(=O)N(Cc1cccnc1)Cc1cc2ccc(C)cc2[nH]c1=O	i	11	0.7	5.3	9.7	0.9	-5.3	1015	-0.26	1309	-6%	4%	nt	nt	i	17
O=C(/C(=C/O)N=Nc1ccccc1)c1ccc(Cl)cc1	i	-7	1.8	1.6	6.9	1	-0.7	1008	0.52	1233	13%	12%	23	703	i	42
CN(C)c1nc(NS(=O)(=O)c2ccc(Cl)cc2)nc(N(C)C)n1	i	13	6.8	3.3	5.3	1.2	-3.1	1248	nt	nt	-1%	-1%	nt	nt	i	36
O=C(Cn1c(=O)n(CC2CCCO2)c(=O)c2ccccc21)c1ccc(Cl)c(Cl)c1 (stereo not given)	i	-4	2.6	1.4	6.0	1	0.1	1102	0.28	779	15%	9%	6	733	i	7
Cc1ccc(NC(=O)N2CCN(c3ncccc3C(F)(F)F)CC2)cc1	nt	nt	nt	nt	nt	nt	-5.0	1143	0.02	1395	nt	nt	0	713	i	30
CC(C)(C)[C@H]1C=C(C(=O)N2CCOCC2)O[C@@H](OCc2ccc(CO)cc2)C1	i	12	3.5	1.1	3.6	1.1	-1.6	1152	0.2	1426	9%	14%	8	671	i	46
COc1cccc(CN(Cc2ccco2)S(=O)(=O)c2ccc(S(=O)(=O)NCc3ccccc3)cc2)c1OC	i	20	2.1	1.9	5.8	1	1.3	1159	-0.64	695	17%	14%	-43	707	i	12
COc1ccc(Cc2nc(-c3cccc(C)c3)no2)cc1	i	2	2.6	2.5	3.8	1.1	nt	nt	nt	nt	4%	0%	-1	794	i	50
Fc1ccccc1NC(=S)NNc1ncc(C(F)(F)F)cc1Cl	i	36	1.5	1.1	0.4	1	nt	nt	nt	nt	-13%	-9%	14	797	i	42
COc1ccc(-n2c(SCC(=O)Nc3cc(C)on3)nc3ccccc3c2=O)cc1Cl	i	13	3.5	2.5	3.0	1.1	1.2	1486	0.89	1350	3%	-3%	8	729	i	34

3 of the compounds above, with values under each structure:
Each structure is followed by: Autophagy mod	Autophagy mod cell loss 18 h	MT stabilize HCS	MT stabilize HCS Hoechst-high %	MT stabilize HCS cytotoxicity %	TNAP activation fold	bCat nuc transl	bCat nuc transl cell count 5 µM	Insulin prom up	Insulin prom up cell count	PMI inhibitors	PMI inhibition	Hep lipid drop	Hep lipid drop cells 6.5 µM	T cell modulator	T cell modulator vesicle-bound %
COCC(C)n1c(C)cc(C(=O)CSc2nnc(Nc3ccccc3F)s2)c1C (stereo not given)
    i	-3	2.5	2.2	2.5	1.1	3.1	1374	-2.4	864	6%	2%	nt	nt	i	53
Fc1ccccc1NC(=S)NNc1ncc(C(F)(F)F)cc1Cl
    i	36	1.5	1.1	0.4	1	nt	nt	nt	nt	-13%	-9%	14	797	i	42
CC(=O)N(Cc1cccnc1)Cc1cc2ccc(C)cc2[nH]c1=O
    i	11	0.7	5.3	9.7	0.9	-5.3	1015	-0.26	1309	-6%	4%	nt	nt	i	17

(more compounds)
SMILES	Autophagy mod	Autophagy mod cell loss 18 h	MT stabilize HCS	MT stabilize HCS Hoechst-high %	MT stabilize HCS cytotoxicity %	TNAP activation fold	bCat nuc transl	bCat nuc transl cell count 5 µM	Insulin prom up	Insulin prom up cell count	PMI inhibitors	PMI inhibition	Hep lipid drop	Hep lipid drop cells 6.5 µM	T cell modulator	T cell modulator vesicle-bound %
COc1ccc(Oc2ccc(N/C=C3/CCCC3=O)cc2)cc1	i	6	2.2	2.8	6.2	1.1	2.4	1141	0.32	1317	2%	-4%	20	657	i	49
CC1CC(C)CN(C(=O)c2ccccc2Nc2ccc(SC(F)F)cc2)C1 (stereo not given)	i	19	2.6	0.7	9.4	1	nt	nt	nt	nt	14%	10%	nt	nt	i	71
CC(C)CNC(=O)COc1ncnc2ccccc12	i	-3	0.9	1.2	11	1	-1.3	1162	-0.05	958	2%	1%	-2	766	i	8
CC(OC(=O)c1cc(=O)[nH]c2ccccc12)c1ccccc1 (stereo not given)	i	-1	2.1	2.2	3.4	1	5.8	1110	0.13	1217	21%	13%	-10	800	i	7
OCCNc1ncnc2c1sc1nc(N3CCOCC3)c3c(c12)CCC3	i	3	2.2	2.2	2.0	1	1.1	1054	0.05	1039	20%	17%	22	656	i	17
